Compound activity deposited in PubChem by The Scripps Research Institute Molecular Screening Center.
HCV core dimer: HCV core protein dimerization inhibition; TR-FRET GST/Flag-core106 dimerization, 1536-well; inhibition, % at 5 µM; 0.33% of 300,000 active; AID 1899;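 active means inhibition above the mean of all tested compounds plus 3 SD, set per screening campaign, cut at about 45% in these data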
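assay system = GST-tagged and Flag-tagged HCV core protein residues 1-106 | controls = unlabelled core106 and no-GST-core106 wells | incubation = compound-protein-antibody incubation 4 h at 22.5 °C | probe or stimulus = Eu donor and XL665 acceptor anti-tag antibodies | read-out = % inhibition based on acceptor/donor emission ratio | signal = TR-FRET 671 and 617 nm emission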
CTSL1 counter: cathepsin L1 inhibition, PFM18AAP counter-screen | inhibition, % at 5.96 µM | 0.49% of 300,000 active | recombinant F. hepatica cathepsin L1, Z-Leu-Arg-MCA fluorescence | AID 1906;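 active means inhibition above the mean of all tested compounds plus 3 SD, set per screening campaign, cut at about 17% in these data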;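 further: 0% = plate median of test compound wells and 100% = 1 µM Z-Phe-Ala-diazomethylketone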
proCasp7 act: counter-screen: procaspase-7 (human) activation; P55210; recombinant procaspase-7, Ac-DEVD-pNA absorbance 405 nm; D23A/D198A/D206A triple mutant, cannot self-cleave; scale: DMSO 0, 5 µM enzyme 100; activation, % at 8.5 µM; 0.093% of 330,000 active; AID 463210;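 active means percent activation above the screen-wide mean plus 3 SD, cut at about 25% in these data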
Target sequence (P55210 whole entry D23A/D198A/D206A): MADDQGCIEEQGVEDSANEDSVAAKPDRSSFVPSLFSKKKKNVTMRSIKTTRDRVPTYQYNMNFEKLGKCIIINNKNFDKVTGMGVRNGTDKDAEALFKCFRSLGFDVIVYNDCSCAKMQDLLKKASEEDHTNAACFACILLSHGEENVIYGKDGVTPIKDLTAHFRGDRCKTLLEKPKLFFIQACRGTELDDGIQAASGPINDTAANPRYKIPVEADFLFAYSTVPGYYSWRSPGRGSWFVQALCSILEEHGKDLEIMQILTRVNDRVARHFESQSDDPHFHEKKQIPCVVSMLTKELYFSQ
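Detection: p-Nitroaniline absorbance at 405 nm, read at 0 and 120 min; system: Uncleavable procaspase-7 mutant enzyme; evaluation: % activation from two-timepoint absorbance difference, scaled to controls; times: 1 h enzyme–compound preincubation and 2 h substrate reaction, both 25 °C; buffer or medium: Zinc-free HEPES pH 7.4 with 300 mM NaCl, 0.01% Triton X-100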
PP5 inh: blocks human protein phosphatase 5 activity; P53041; purified PP5c, OMFP substrate fluorescence; inhibition, % at 6.7 µM; 0.18% of 320,000 active; AID 1987;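 active means inhibition above the campaign's mean inhibition across all tested compounds plus 3 SD, cut at about 9.5% in these data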;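 further: 0% = DMSO only and 100% = 100 µM cantharidin control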
PP1 inh: PP1-alpha (human) inhibition in PP5 counter-screen; purified PP1alpha, OMFP fluorescence; AID 2235; inhibition, % at 6.7 µM; 0.9% of 320,000 active;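 active means inhibition above the mean inhibition of all tested compounds plus 3 SD, computed separately for each screening campaign, cut at about 15% in these data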
Target sequence (P62136 whole entry, looked up): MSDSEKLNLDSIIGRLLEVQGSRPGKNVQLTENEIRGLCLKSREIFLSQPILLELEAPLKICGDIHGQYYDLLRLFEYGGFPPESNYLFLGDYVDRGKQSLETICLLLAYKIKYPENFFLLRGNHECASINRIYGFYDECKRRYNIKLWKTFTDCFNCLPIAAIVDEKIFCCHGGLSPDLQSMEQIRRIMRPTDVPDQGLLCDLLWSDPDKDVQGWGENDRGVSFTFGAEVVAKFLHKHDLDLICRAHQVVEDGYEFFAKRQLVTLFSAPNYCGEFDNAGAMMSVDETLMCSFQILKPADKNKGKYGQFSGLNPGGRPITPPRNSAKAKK
procasp3 activ: activators of human procaspase-3. P42574. recombinant procaspase-3 D3A, Ac-DEVD-pNA absorbance 405 nm. activation, % at 8.5 µM. 0.11% of 330,000 active. AID 463141;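 active means activation above the mean of all tested compounds plus 3 SD, cut at about 21% in these data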;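 further: 0% = DMSO alone and 100% = DMSO wells spiked with extra 5 µM PC-3 D3A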
Target sequence (P42574 whole entry D9A/D28A/D175A): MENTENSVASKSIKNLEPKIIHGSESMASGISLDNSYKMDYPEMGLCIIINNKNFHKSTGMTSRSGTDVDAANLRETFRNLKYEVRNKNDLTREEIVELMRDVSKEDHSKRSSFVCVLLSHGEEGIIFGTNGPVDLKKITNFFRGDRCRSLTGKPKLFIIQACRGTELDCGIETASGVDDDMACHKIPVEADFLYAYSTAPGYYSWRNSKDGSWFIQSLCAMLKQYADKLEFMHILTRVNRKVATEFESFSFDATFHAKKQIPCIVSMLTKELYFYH
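System: Procaspase-3 D3A mutant. Medium: Zinc-free 300 mM NaCl, 50 mM HEPES, 0.01% Triton X-100. Schedule: 1 h preincubation plus 2 h reaction at 25 °C. Measured by: 405 nm absorbance of p-nitroaniline, reads at 0 and 120 min. Read-out: percent activation relative to control range.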
PAFAH2 inh: PAFAH2 (human) inhibition; Q99487; recombinant PAFAH2, FP-rhodamine activity probe, fluorescence polarization; 0.99% of 340,000 active; AID 492956; inhibition, % at 3.39 µM;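 active means inhibition above the mean over all tested compounds plus 3 SD, cut at about 30% in these data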;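 further: inhibitors block probe labeling of enzyme so polarization drops; 0% = enzyme with DMSO and 100% = wells lacking PAFAH2 protein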
AHR act: human AHR activation; P35869; AHR-responsive luciferase reporter cells, luminescence; activation, % at 5 µM; 2.5% of 320,000 active; in the data active means activation above about 47%;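 further: 0% = vehicle wells and 100% = reference agonist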
TPT1 inh: C. albicans TPT1 enzyme inhibition. inhibition, % at 5 µM. 0.81% of 300,000 active. recombinant caTPT1, FP RNA substrate dephosphorylation. AID 1962;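 active means inhibition above the mean of all tested compounds plus 3 SD, set per screening campaign, cut at about 24% in these data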;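 further: plate controls were DMSO alone for no effect and ferristatin control at 100 nM for full effect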
Starred values were filed as active, the others as inactive; · = not tested or not shown.

SMILES	HCV core dimer	CTSL1 counter	proCasp7 act	PP5 inh	PP1 inh	procasp3 activ	PAFAH2 inh	AHR act	TPT1 inh
COc1ccc(/C=C/c2noc(-c3ccccc3O)n2)cc1	7	2	-5	-2.3	0	-5	4	6	-2
Cc1cc(/C=C(/C#N)c2cccc(Cl)c2)c(C)n1C	3	6	-15	2.8	3	8	2	17	1
O=C(Nc1ccc(F)c(Cl)c1)N1CCCCCC1	-22	1	1	0.9	-4	4	-8	12	-6
CC1CCCC(NC(=O)C2CCN(S(=O)(=O)c3cccc4nonc34)CC2)C1C (stereo unspecified)	0	3	4	-0.6	1	3	-6	0	-5
COc1ccc(N2CCN(C(CNC(=O)c3cccs3)c3ccco3)CC2)cc1 (stereo unspecified)	2	-2	9	-0.7	-1	0	4	0	2
Cn1c(=O)oc2cc(S(=O)(=O)N3CCC(N4CCCCC4)CC3)ccc21	-11	2	4	1.9	-1	1	-4	-1	-3
COc1cccc2cc3c(=O)oc4ccccc4c3nc12	0	-3	25	0.0	-4	-8	10	38	3
COc1ccc(-n2c(CN3CCC(C(N)=O)CC3)nc3ccc([N+](=O)[O-])cc3c2=O)c(OC)c1	3	1	-7	-1.5	-2	9	3	19	-4
N#C/C(=C(\O)C(F)(F)F)c1nnc2n1CCCCC2	-2	1	7	1.9	-2	-6	1	1	3
CCOc1ccccc1NC(=O)c1cc(Cl)ccc1NC(=O)c1ccco1	0	-2	7	0.5	-2	-2	4	27	1
CCN1CCN(CCCNC(=O)CS(=O)(=O)Cc2nc(-c3cccc(OC)c3)oc2C)CC1	-7	5	-14	-5.2	-1	-4	-12	2	-1
O=S(=O)(c1ccc(Cl)s1)N1CCN(Cc2ccccc2)CC1	3	-1	0	3.8	1	-1	-9	7	3
O=C(NC1CCCC1)C(c1ccc(F)cc1)N(C(=O)Cc1cccs1)c1ccc2c(c1)OCCO2 (stereo unspecified)	13	-9	6	2.2	1	-1	-5	0	-1
Cc1ccc(CN2CCN(Cc3ccc(-n4cccn4)cc3)CC2CCO)cc1 (stereo unspecified)	-5	-1	-4	-5.6	-1	-2	-6	3	-2
COc1ccccc1NC(=O)COc1ccc(/C=N/NS(=O)(=O)c2ccc(C)cc2)cc1	25	1	14	4.4	-1	-5	-8	2	-3
COc1ccc(N(C(C)C(=O)Nc2ccc(S(=O)(=O)N3CCCCC3)cc2)S(C)(=O)=O)cc1 (stereo unspecified)	-7	-3	2	2.5	0	10	-12	0	-5
Cc1ccc(C(=O)N/N=C/C=C/c2ccccc2)cc1	-3	3	-1	-0.5	-3	3	0	8	-1
O=C(CCN1C(=O)C2C3C=CC(C3)C2C1=O)N1CCN(c2cccc(Cl)c2)CC1 (stereo unspecified)	10	1	6	-1.2	1	2	1	-1	-3
NS(=O)(=O)c1ccc(NC(=O)c2ccc(S(=O)(=O)N3CCCCC3)cc2)cc1	·	·	15	·	·	4	-8	-2	·
CCCCc1nc(NCCNC(=O)c2ccccc2)c(C#N)c2c1CSC(C)(C)C2	34	-1	8	3.0	11	17	-3	2	-19
CCN(CC(=O)Nc1ccc(NC(C)=O)cc1)C(=O)CCCc1nc2ccccc2c(=O)[nH]1	4	5	0	-0.4	-6	-7	-5	0	2
CN(C)c1nc(N)nc(CSc2nnnn2-c2ccc(F)cc2)n1	6	-2	-4	3.0	-10	0	-11	5	-2
O=C(CN1CCN(C(=S)NC2CCCC2)CC1)Nc1ccc(Oc2ccccc2)cc1	13	4	3	0.2	0	-2	4	1	-1
COc1ccccc1Nc1nc(N)nc(CSc2nnc(C)s2)n1	-1	2	-3	2.7	0	9	7	3	-1
COc1ccc(CCC(=O)NNC(=O)Nc2ccc(OC)c(OC)c2)cc1	12	-1	-10	2.0	-2	-3	-3	15	-1
O=C(NCCc1ccccc1)C1COc2ccccc2O1 (stereo unspecified)	-3	-4	6	1.8	1	-4	-5	2	0
CC(C)Cc1nnc(NC(=O)Cc2ccccc2[N+](=O)[O-])s1	-2	6	-9	0.2	-2	5	0	17	3
CN(CC(=O)Nc1ccccc1Br)C(=O)c1cccn1C	-2	10	-4	-1.1	-5	-1	-3	0	1
Nn1cnnc1SC1CCCCC1NS(=O)(=O)c1ccccc1 (stereo unspecified)	1	0	-1	2.3	-4	1	-2	0	-3
Cc1cnc(C(=O)OCC(=O)N(CC(C)C)C2CCS(=O)(=O)C2)cn1 (stereo unspecified)	·	·	-2	·	·	1	0	-2	·
COc1ccc(Cl)cc1NC(=O)c1cnc2sccn2c1=O	-40	1	8	0.9	0	4	-1	32	4
O=S(=O)(c1ccc2ccccc2c1)n1cnc2ccccc21	0	-1	-1	0.8	2	-7	10	0	-3
CCCOc1ccc(C(=O)Nc2ccc(NC(=O)c3cccs3)cc2)cc1	9	3	-1	1.4	0	-1	7	1	-2
CN1CCN(C(=O)c2ccccc2N(Cc2ccccc2)S(C)(=O)=O)CC1	4	0	-4	0.4	-1	5	0	0	-17
COCCCNCCCOc1ccc(Cl)cc1C(C)(C)C	-8	-1	-1	2.1	0	4	3	-1	-1
CCOC(=O)c1cn2nc(N3CCCC3)ccc2n1	-6	1	2	1.3	-7	-6	-3	-5	-1
Cc1cc2c(C)nc(-c3ccccc3)nc2o1	-5	0	-1	2.3	-3	-1	6	116*	-3
Cc1cc(C)c(OCC(=O)Nc2ccc3c(c2)OCO3)cc1C	18	-3	-5	-0.3	0	-7	3	5	2
CCOC(=O)C1=C(CNCc2ccc(C)cc2)NC(=O)NC1c1cc(C)ccc1C (stereo unspecified)	5	4	-1	1.7	4	2	4	0	-2
CC(C)N1CCc2c(sc(NC(=O)c3ccc(S(=O)(=O)N4CCOCC4)cc3)c2C(N)=O)C1	-10	2	8	1.8	-2	-2	-6	0	36*

2 records drawn at random from those above:
SMILES	HCV core dimer	CTSL1 counter	proCasp7 act	PP5 inh	PP1 inh	procasp3 activ	PAFAH2 inh	AHR act	TPT1 inh
COc1ccc(/C=C/c2noc(-c3ccccc3O)n2)cc1	7	2	-5	-2.3	0	-5	4	6	-2
CN(C)c1nc(N)nc(CSc2nnnn2-c2ccc(F)cc2)n1	6	-2	-4	3.0	-10	0	-11	5	-2

The listing continues:
SMILES	HCV core dimer	CTSL1 counter	proCasp7 act	PP5 inh	PP1 inh	procasp3 activ	PAFAH2 inh	AHR act	TPT1 inh
CN(C)c1cccc(C(=O)OCC(=O)N(Cc2ccccc2)C2CCS(=O)(=O)C2)c1 (stereo unspecified)	3	-3	0	2.6	-1	-2	-4	-1	-2
O=C(Nc1nccs1)c1nc[nH]c1C(=O)NCc1ccccc1	·	·	13	-1.5	0	0	-2	11	·
NC(=O)CC(NC(=O)Cc1ccc(Cl)cc1)c1ccc(NC2CC3CCC2C3)c([N+](=O)[O-])c1 (stereo unspecified)	9	-3	16	2.0	8	6	0	2	3
Cc1cc(C(=O)NCCCn2ccnc2)sc1-c1ccccc1	-2	-2	-6	2.0	-2	-3	-2	70*	0
COc1ccccc1-c1nnc(NC(=O)CSc2nncn2C)s1	4	-4	-1	5.2	-3	-4	-1	19	-2
O=C1CC(c2ccco2)CC(O)=C1C=Nc1cc(Cl)ccc1Cl (stereo unspecified)	4	-5	-4	2.9	1	2	6	5	1
Cc1sc2ncnc(N/N=C/c3ccccc3O)c2c1C	0	6	-33	4.5	7	-17	13	19	8
Cc1c(C(=O)N2CCOCC2)sc2ncnc(N3CCc4ccccc4C3)c12	-7	-1	5	1.9	-3	6	4	28	0
Cc1ccc(NC(=O)NC(=O)CN2C(=O)NC3(CCCCCCC3)C2=O)c(C)c1	5	-1	9	1.9	2	-4	1	5	-2
Cc1ccc(-c2cc(C(F)(F)F)nc(SCC(=O)c3cccc([N+](=O)[O-])c3)n2)cc1	1	0	1	0.1	2	1	-1	0	-1
COc1cc(-c2nnc(-c3ccncc3)o2)ccc1OCc1ccccc1	1	5	9	3.3	11	3	5	3	2
O=C(Nc1nnc(C2=COCCO2)o1)C1CCCCC1	1	5	4	-2.1	7	-5	-1	4	2
O=C(Nc1ccc(Cl)cn1)C1CCN(c2ncnc3c2nc2n3CCCCC2)CC1	-1	-1	15	2.4	-1	7	2	-3	0
Cc1cc(C(=O)N(Cc2nnc(-c3ccc(Cl)cc3)o2)C(C)C)c2ccccc2n1	·	·	4	2.1	0	3	-4	15	·
COc1ccc(Cl)cc1C(=O)Nc1ccccc1N1CCN(C)CC1	-5	-2	-2	-1.0	-5	2	-9	41	2
O=C(Cn1nc(-c2cccc(Cl)c2)ccc1=O)Nc1ccc(C(=O)NC2CC2)cc1	-2	0	-3	1.5	-1	4	-3	1	1
CCOC(=O)CSc1nc2c(sc(=S)n2Cc2ccco2)c(=O)n1-c1ccccc1	13	-3	-2	2.6	8	-3	-4	-3	0
N=C1C(c2nc(-c3ccc(Cl)cc3)cs2)=C(O)CN1CCCN1CCOCC1	-3	0	3	2.2	0	2	30*	23	7
Cc1ccc(-c2nnn(CC(=O)Nc3ccc(S(=O)(=O)N4CCC(C)CC4)cc3)n2)cc1	4	0	5	3.0	16*	3	-20	0	5
O=c1c(Cc2ccc(F)cc2)c(O)ccn1CC1CCCO1 (stereo unspecified)	0	0	14	1.1	-2	-4	-3	-2	-2
CC(C)(C)c1ccccc1OCCOCCN1CCCCCC1	-3	1	11	0.8	0	7	4	3	3
O=C(Nc1cccc(Cl)c1)c1ccc(F)c(S(=O)(=O)NCc2cccs2)c1	-8	-2	0	5.8	-1	0	-19	8	0
Cn1c(-c2ccc3c(c2)OCO3)cnc1NCc1ccc(Cl)cc1	-7	-2	3	0.7	-3	7	-3	-2	2
COc1ccc(CN2CCN(Cc3ccco3)CC2)c(OC)c1	12	0	15	1.7	0	15	-1	1	-3
C=CCN1C(=O)c2cccc3c(Br)ccc(c23)C1=O	4	-1	6	-0.4	-1	-4	2	-2	1
O=C(CN1C(=O)S/C(=C/C=C/c2ccccc2)C1=O)Nc1ccc(C(=O)O)cc1	11	2	-2	-2.7	1	-10	3	1	-3
COc1ccc(Oc2nc(-c3ccncc3)nc3ccccc23)cc1	2	-1	10	-1.8	-2	1	·	17	-4
COc1cccc(CN(C)CC(=O)Nc2ccccc2C(=O)NC2CC2)c1	·	·	6	1.8	0	5	0	2	·
COc1ccc(/C=N/NC(=O)CN2CCCCCCC2)c(C)c1C	-4	0	8	-1.1	5	0	3	13	-3
Cc1ccc(OCC(=O)Oc2c(C)cccc2C)cc1C	-4	1	-10	0.4	-3	9	-2	3	1
Cc1ncoc1C(=O)Nc1cccc(Cl)c1C	0	2	12	0.5	-1	3	-7	0	-4

Part of the list above in order of formula weight, falling:
SMILES	HCV core dimer	CTSL1 counter	proCasp7 act	PP5 inh	PP1 inh	procasp3 activ	PAFAH2 inh	AHR act	TPT1 inh
COc1ccc(CN2CCN(Cc3ccco3)CC2)c(OC)c1	12	0	15	1.7	0	15	-1	1	-3
Cc1ccc(OCC(=O)Oc2c(C)cccc2C)cc1C	-4	1	-10	0.4	-3	9	-2	3	1
Cc1ncoc1C(=O)Nc1cccc(Cl)c1C	0	2	12	0.5	-1	3	-7	0	-4
